CSN deneddyl inh: blocks human CSN-mediated cullin deneddylation | Q92905 | Purified CSN, SCF-Nedd8-OG deneddylation, fluorescence polarization | inhibition, % at 12.5 µM | AID 651999 | actives 0.38% (n = 360,000);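 active means pattern-corrected inhibition above about 35%, with an unprinted fluorescence ratio check between 0.5 and 1.5, limit read from the data, passing the limit was not always enough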;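 further: 0% = enzyme with substrate and 100% = substrate without enzyme; some results filed as inactive read as strong as hits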
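Assay system: Purified human Csn5 enzyme expressed in HEK293T cells | Amount: Enzyme 0.24 nM | Measured by: Fluorescence polarization readout | Medium: Tris/NaCl/DTT buffer, pH 7.5 | Compound dosing: One concentration, 12.5 µM, 0.25% DMSO | Times: 90 min incubation of compound, enzyme and substrate at room temperature | Control set: no-enzyme wells high, enzyme-with-substrate wells low | Read-out: % inhibition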
SUMO1 PPI mod: alters human SUMO1 binding to SIM partners | P63165 | SUMO1 binding to a labelled peptide, TR-FRET, 1 h | inhibition, % at 20 µM | actives 0.33% (n = 360,000); in the data active means inhibition above about 37%
DNMT1 block: blocks human DNA methyltransferase DNMT1; P26358; DNMT1 molecular beacon, Hinp1I cleavage, fluorescence; inhibition (reported as % activation of signal), % at 10 µM; actives 0.83% (n = 360,000); AID 588458; in the data active means inhibition above about 50%
Target sequence (P26358 504-1616 limits assumed): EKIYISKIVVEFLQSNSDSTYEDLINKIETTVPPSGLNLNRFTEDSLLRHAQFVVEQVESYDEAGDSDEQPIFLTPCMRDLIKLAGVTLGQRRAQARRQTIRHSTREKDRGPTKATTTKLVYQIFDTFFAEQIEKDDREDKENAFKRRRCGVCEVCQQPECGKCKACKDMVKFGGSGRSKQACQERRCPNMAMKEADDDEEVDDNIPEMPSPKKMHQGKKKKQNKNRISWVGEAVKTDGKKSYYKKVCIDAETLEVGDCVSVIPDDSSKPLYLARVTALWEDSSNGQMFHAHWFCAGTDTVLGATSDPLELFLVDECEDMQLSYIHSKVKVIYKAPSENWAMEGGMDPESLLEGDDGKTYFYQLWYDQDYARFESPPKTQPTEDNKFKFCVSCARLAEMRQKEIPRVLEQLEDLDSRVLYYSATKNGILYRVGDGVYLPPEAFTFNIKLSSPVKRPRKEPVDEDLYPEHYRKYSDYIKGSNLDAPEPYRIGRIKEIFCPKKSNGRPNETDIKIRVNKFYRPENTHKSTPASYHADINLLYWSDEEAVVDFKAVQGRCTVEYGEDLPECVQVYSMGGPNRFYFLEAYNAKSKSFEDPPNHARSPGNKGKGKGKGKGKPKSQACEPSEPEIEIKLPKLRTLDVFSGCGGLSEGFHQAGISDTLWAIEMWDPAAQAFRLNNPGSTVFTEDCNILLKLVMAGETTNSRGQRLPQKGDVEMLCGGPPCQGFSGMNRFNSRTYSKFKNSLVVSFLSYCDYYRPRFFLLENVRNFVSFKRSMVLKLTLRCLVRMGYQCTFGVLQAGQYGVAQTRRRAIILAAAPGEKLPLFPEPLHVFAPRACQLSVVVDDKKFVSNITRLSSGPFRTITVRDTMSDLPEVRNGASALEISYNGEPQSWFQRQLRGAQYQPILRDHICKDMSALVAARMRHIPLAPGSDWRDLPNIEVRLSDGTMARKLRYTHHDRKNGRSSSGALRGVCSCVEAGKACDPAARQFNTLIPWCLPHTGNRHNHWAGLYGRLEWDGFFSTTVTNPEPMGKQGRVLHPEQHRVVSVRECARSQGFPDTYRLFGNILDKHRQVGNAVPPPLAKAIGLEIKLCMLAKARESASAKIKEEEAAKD
Scp1 inh: blocks human Scp-1 phosphatase activity; Q9GZU7; Recombinant Scp1, phosphopeptide, malachite green phosphate absorbance; inhibition, % at 20 µM; actives 0.88% (n = 340,000); AID 493091;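 active means inhibition above about 50% at 20 µM, limit read from the data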;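 further: plate controls were DMSO wells with enzyme for no effect and wells lacking enzyme for full effect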
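Test system: SCP-1 phosphatase catalytic domain, residues 76-261; measured by: colorimetric phosphate reagent with accelerator and stabiliser, absorbance at 630 nm; timing: enzyme reaction 45 min at room temperature, colour 5 min, stabilisation 30 min; also added: Phosphorylated 17-residue peptide substrate; compound dosing: one concentration, 20 µM, with 1.0% DMSO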
NadD block: inhibitors of Staphylococcus aureus NadD | actives 0.78% (n = 360,000) | purified NadD enzyme, colorimetric absorbance read-out | inhibition, % at 20 µM | AID 602399; in the data active means inhibition above about 26%; further: some compounds past the cut are filed as inactive
TbMetRS inhib: Trypanosoma brucei MetRS inhibition; purified T. brucei MetRS, ATP depletion, Kinase-Glo luminescence; actives 0.4% (n = 360,000); AID 624268; inhibition, % at 11.9 µM;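 active means inhibition above a per-plate cutoff of the control wells' mean inhibition plus 3 SD, cut at about 5.5% in these data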;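 further: 0% = DMSO wells median and 100% = median of wells with control inhibitor compound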
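Test system – parasite MetRS enzyme · Reagent – substrates ATP, L-methionine and bulk Escherichia coli tRNA · Doses – 11.9 µM compound single dose, 0.9% DMSO · Times – 15 min enzyme-compound preincubation, 2 h reaction, 10 min detection, 25 °C · Signal – Kinase-Glo luminescence, ATP depletion format · Controls – DMSO-only wells as low control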
MLLE-PAM2 inh: inhibitors of microRNA-mediated deadenylation, human PABP1 MLLE binding; actives 0.36% (n = 360,000); GST-MLLE / FITC-PAM2 fluorescence polarization; P11940; inhibition, % at 20 µM; in the data active means inhibition above about 35%, passing the limit was not always enough;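 further: plate controls were DMSO wells with GST-MLLE for no effect and wells lacking GST-MLLE protein for full effect; some results filed as inactive read as strong as hits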
STEP block: blocks human striatal-enriched tyrosine phosphatase; P54829; recombinant STEP, OMFP fluorogenic substrate, fluorescence; inhibition, % at 20 µM; actives 0.25% (n = 360,000);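 active means inhibition at 20 µM, scaled per plate between control wells, above about 37%, limit read from the data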;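 further: 0% = DMSO with enzyme and substrate and 100% = substrate only without enzyme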
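Assay system: isolated STEP enzyme / Timing: 20 min at room temperature, dark / Doses: 20 µM, 1% DMSO / Technique: fluorescence intensity, excitation 480 nm, emission 540 nm / Reagent: fluorogenic phosphatase substrate OMFP at 25 µM final / Measure: percent inhibition scaled to no-enzyme and uninhibited-enzyme controls, plate-pattern corrected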
Rpn11 inh: blocks the human proteasome subunit Rpn11; O00487; human 26S proteasome, Ub4-pepOG fluorescence polarization; 20S core pre-blocked with epoxomicin; calls only at 20 µM; actives 0.59% (n = 360,000); AID 588493;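 active means inhibition at 20 µM, scaled to each plate's controls, above about 33%, limit read from the data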
LMPTP inh: LMPTP (human) inhibition; inhibition, % at 20 µM; AID 651560; P24666; actives 0.22% (n = 360,000); recombinant LMPTP-A, OMFP fluorogenic substrate, fluorescence intensity;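 active means compounds that cut the enzyme signal by at least half of the control window in the single-dose screen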;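 further: plate controls were DMSO wells with enzyme plus substrate for no effect and substrate without enzyme for full effect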
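Test system – LMPTP-A phosphatase enzyme · Quantity – 0.625 nM LMPTP-A final · Reagent – OMFP substrate, 400 µM final · Dosing – one test concentration per compound, 20 µM, with 3% DMSO overall · Timing – 50 min enzyme reaction at room temperature, protected from light · Detection – fluorescence intensity · Controls – substrate-only low control, DMSO enzyme-plus-substrate high control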
The depositor's hits bear a star; i = inactive; · = not tested or not shown; + = active, no number.

SMILES	CSN deneddyl inh	SUMO1 PPI mod	DNMT1 block	Scp1 inh	NadD block	TbMetRS inhib	MLLE-PAM2 inh	STEP block	Rpn11 inh	LMPTP inh
CCOC(=O)C(C(=O)NCc1ccc(F)cc1)c1ncc(C(F)(F)F)cc1Cl (stereo not given)	-9	-1	-3	-12	-5	-1.0	-1	-2	i	-2.0
COc1ccc(OC(C)C(=O)NC2CCCCCCC2)cc1 (stereo not given)	-2	20	0	1	-2	-0.4	-7	1	i	0.3
Cc1ccc(C(=O)Nc2ccccc2C(=O)NCc2ccco2)cc1	-3	3	-2	2	-1	-0.4	-3	0	i	0.2
CC(=O)Nc1cccc(NC(=O)CS(=O)(=O)c2cn(CC(=O)N3CCCC3)c3ccccc23)c1	-3	-2	1	-5	-2	0.1	9	8	i	-0.7
CC(=O)NC1(C(F)(F)F)C(=O)NC(C)=C1C#N (stereo not given)	3	-1	2	1	-5	0.3	8	0	i	-0.9
CC(OC(=O)CCc1ccccc1)C(=O)Nc1ncc(Cl)cc1Cl (stereo not given)	3	-2	2	-5	-2	-0.7	3	2	i	-1.3
CC(=O)c1ccc(NS(=O)(=O)c2ccc(CC(C)C)cc2)cc1	2	-3	-4	-11	-4	-0.2	5	-2	i	3.4
N#CC(c1ccc(Cl)cc1)c1nc2ccccc2nc1C(F)(F)F (stereo not given)	0	-14	3	-4	-9	-1.5	4	4	i	1.9
Cc1ccc(N2C(=O)N(CC(=O)Nc3cccc(C)c3C)C(=O)C2C)cc1 (stereo not given)	-1	0	-3	-6	-5	-0.5	8	0	i	-0.8
Cc1cc(C)c(S(=O)(=O)N2CCN(S(=O)(=O)N3CCCCCC3)CC2)c(C)c1	4	-2	4	-5	-3	-0.2	2	4	i	2.2
O=C(NO)C1CC2C=CC1C2 (stereo not given)	0	0	-2	-2	0	-0.4	-15	0	i	-0.3
CN(C)S(=O)(=O)c1ccc(C(=O)OCC(=O)NCc2ccco2)cc1	-4	1	0	7	6	0.7	-15	-1	i	0.4
Clc1ccc(-c2ccccc2)nn1	0	-8	2	-4	-3	-0.5	1	1	i	-1.3
CCOC(=O)c1cc2c(=O)n3ccccc3nc2n(Cc2ccco2)c1=NC(=O)c1ccc(OC)cc1	1	11	17	1	32*	0.3	-42	4	i	9.5
Cc1ccccc1NC(=O)C1CC(=O)N(Cc2ccccc2)C1 (stereo not given)	-4	-2	-2	-12	-7	-0.6	15	-1	i	-0.9
COC(=O)[C@]1(Cc2ccccc2)N[C@H](CN(C)C(=O)c2ccccc2)[C@@H]2C(=O)N(C)C(=O)[C@@H]21	1	3	6	8	-4	-1.4	8	3	i	-3.1
O=C(NCCC1=CCCCC1)C1CCC(=O)N(Cc2cccc(C(F)(F)F)c2)C1 (stereo not given)	-1	6	-3	-8	2	-0.3	-15	1	i	0.6
COc1ccc(C(=O)C2CCCN(C(=O)Cn3nc(C)nc3C)C2)cc1F (stereo not given)	-3	-2	8	·	-3	-0.1	4	1	i	-1.5
CC(=O)NC(C)c1ccc(C(=O)CSc2nnc(C3CC3)n2C2CC2)cc1 (stereo not given)	-5	-1	-1	-6	-4	-0.5	8	0	i	0.0
Cc1cccc(C(=O)NC(C)c2ccc(-n3ccnc3)cc2)c1C (stereo not given)	-1	2	2	-6	4	-0.4	-16	1	i	0.8
COC(=O)[C@H]1C[C@@H]1[C@H](NC(=O)c1cccnc1)c1ccccc1	4	3	4	-1	-6	-0.4	-2	2	i	-1.4
COC(=O)c1c(C(=O)OC)c(-c2ccc(Br)cc2)n2c1CS(=O)C2 (stereo not given)	-3	1	-11	6	-2	-1.5	4	-3	i	-1.3
Nc1nnc(SCC(=O)Nc2cc(F)ccc2F)s1	1	-1	-3	-4	2	-0.5	-9	-2	i	-0.3
Cc1n[nH]c(=O)c2c(NC(=O)CSc3nc4ccccc4c(=O)n3-c3ccc(OC(F)F)cc3)oc(C)c12	2	-12	-3	-4	6	-0.3	-11	4	i	-7.8
C/C=C/c1cc(CN2CCN(c3ccc(OC)cc3)CC2)c(O)c(OC)c1	1	0	1	-1	-2	-0.3	4	0	i	4.0
CCc1nc2ccccc2c(C(=O)OCC(=O)N(CCOC)c2c(N)n(Cc3ccccc3)c(=O)[nH]c2=O)c1C	+	3	1	-1	5	-0.3	4	-3	i	-0.6
C=C(C)C(=O)Nc1cccc(C2=NOC3(C2)C[C@@H](C(N)=O)N(C(=O)/C=C/CC)C3)c1 (stereo not given in full)	30	64*	109*	69*	-1	-0.4	2	7	i	0.2
COc1ccc(C)cc1N(C(=O)c1snc(C(N)=O)c1N)C(C(=O)NC1CCCC1)c1ccc(F)cc1 (stereo not given)	-3	-7	-1	-3	9	0.1	-7	1	i	2.5
Cc1ccc(N(C(=O)Cn2nnc(-c3ccc(C)o3)n2)C(C(=O)NC2CCCC2)c2ccco2)cc1 (stereo not given)	3	-4	7	-4	4	-0.1	18	0	i	-1.9
O=S(=O)(NCc1ccccc1)c1ccccc1Br	0	-1	3	-7	-6	-0.2	-16	0	i	-0.6

Part of the list above, bar-delimited:
SMILES | CSN deneddyl inh | SUMO1 PPI mod | DNMT1 block | Scp1 inh | NadD block | TbMetRS inhib | MLLE-PAM2 inh | STEP block | Rpn11 inh | LMPTP inh
COC(=O)[C@]1(Cc2ccccc2)N[C@H](CN(C)C(=O)c2ccccc2)[C@@H]2C(=O)N(C)C(=O)[C@@H]21 | 1 | 3 | 6 | 8 | -4 | -1.4 | 8 | 3 | i | -3.1
O=C(NCCC1=CCCCC1)C1CCC(=O)N(Cc2cccc(C(F)(F)F)c2)C1 (stereo not given) | -1 | 6 | -3 | -8 | 2 | -0.3 | -15 | 1 | i | 0.6
COc1ccc(C(=O)C2CCCN(C(=O)Cn3nc(C)nc3C)C2)cc1F (stereo not given) | -3 | -2 | 8 | · | -3 | -0.1 | 4 | 1 | i | -1.5
CC(=O)NC(C)c1ccc(C(=O)CSc2nnc(C3CC3)n2C2CC2)cc1 (stereo not given) | -5 | -1 | -1 | -6 | -4 | -0.5 | 8 | 0 | i | 0.0
Cc1cccc(C(=O)NC(C)c2ccc(-n3ccnc3)cc2)c1C (stereo not given) | -1 | 2 | 2 | -6 | 4 | -0.4 | -16 | 1 | i | 0.8
COC(=O)[C@H]1C[C@@H]1[C@H](NC(=O)c1cccnc1)c1ccccc1 | 4 | 3 | 4 | -1 | -6 | -0.4 | -2 | 2 | i | -1.4
COC(=O)c1c(C(=O)OC)c(-c2ccc(Br)cc2)n2c1CS(=O)C2 (stereo not given) | -3 | 1 | -11 | 6 | -2 | -1.5 | 4 | -3 | i | -1.3
Nc1nnc(SCC(=O)Nc2cc(F)ccc2F)s1 | 1 | -1 | -3 | -4 | 2 | -0.5 | -9 | -2 | i | -0.3
Cc1n[nH]c(=O)c2c(NC(=O)CSc3nc4ccccc4c(=O)n3-c3ccc(OC(F)F)cc3)oc(C)c12 | 2 | -12 | -3 | -4 | 6 | -0.3 | -11 | 4 | i | -7.8
C/C=C/c1cc(CN2CCN(c3ccc(OC)cc3)CC2)c(O)c(OC)c1 | 1 | 0 | 1 | -1 | -2 | -0.3 | 4 | 0 | i | 4.0
CCc1nc2ccccc2c(C(=O)OCC(=O)N(CCOC)c2c(N)n(Cc3ccccc3)c(=O)[nH]c2=O)c1C | + | 3 | 1 | -1 | 5 | -0.3 | 4 | -3 | i | -0.6
C=C(C)C(=O)Nc1cccc(C2=NOC3(C2)C[C@@H](C(N)=O)N(C(=O)/C=C/CC)C3)c1 (stereo not given in full) | 30 | 64* | 109* | 69* | -1 | -0.4 | 2 | 7 | i | 0.2
COc1ccc(C)cc1N(C(=O)c1snc(C(N)=O)c1N)C(C(=O)NC1CCCC1)c1ccc(F)cc1 (stereo not given) | -3 | -7 | -1 | -3 | 9 | 0.1 | -7 | 1 | i | 2.5
Cc1ccc(N(C(=O)Cn2nnc(-c3ccc(C)o3)n2)C(C(=O)NC2CCCC2)c2ccco2)cc1 (stereo not given) | 3 | -4 | 7 | -4 | 4 | -0.1 | 18 | 0 | i | -1.9
O=S(=O)(NCc1ccccc1)c1ccccc1Br | 0 | -1 | 3 | -7 | -6 | -0.2 | -16 | 0 | i | -0.6

The list continues:
SMILES	CSN deneddyl inh	SUMO1 PPI mod	DNMT1 block	Scp1 inh	NadD block	TbMetRS inhib	MLLE-PAM2 inh	STEP block	Rpn11 inh	LMPTP inh
[N-]=[N+]=CC(=O)CNC(=O)[C@@H](Cc1ccccc1)N1C(=O)c2ccccc2C1=O	0	-7	4	-4	-1	-1.1	-1	-2	i	-0.2
CC1=NC(C)Cc2ccccc21 (stereo not given)	0	-5	2	-7	-4	-1.3	10	-3	i	-2.7
CCOC(=O)C1=C(CC)OC(N)=C(C#N)C1c1cccs1 (stereo not given)	2	-8	8	10	0	-0.5	32	0	i	-1.5
O=C(C[n+]1ccc(/C=N/O)cc1)NC1CCCCC1	0	-8	-2	-1	-2	-0.9	-6	-2	i	-1.2
Cc1[nH]c2ccccc2c1-c1nc(N)sc1C	0	-3	-6	2	4	-0.2	-31	-1	i	0.4
Cn1ncc([N+](=O)[O-])c1C(=O)Nc1ccc2c(c1)OCCO2	4	-15	-1	-7	-4	-0.3	1	-1	i	-2.2
CC(C)Oc1ccc(C(=O)NC2CCSc3ccccc32)cc1 (stereo not given)	-4	4	1	-5	-15	-0.2	6	1	i	0.6
O=C1CCCN1CCCNS(=O)(=O)c1ccc(Br)s1	-1	7	-1	-8	4	-0.1	-16	-1	i	0.8
CN(C)C(=O)c1cccn(Cc2cccc(C(F)(F)F)c2)c1=O	0	-4	1	-6	6	0.4	11	4	i	-0.5
COc1ccccc1NC(=S)NCc1ccco1	0	-2	-5	-10	3	-0.2	-10	0	i	0.5
CCOC(=O)c1ccccc1NC(=O)c1n[nH]c(=O)c2ccccc12	-13	5	16	-3	-5	-0.7	13	2	i	-1.7
CCOC(=O)C1=C(N)N(c2cc(S(=O)(=O)N3CCOCC3)ccc2Cl)C(=O)C1	-16	2	-4	-2	-1	-0.8	13	0	i	-0.7
CC1CCCC(NC(=O)CN(C)CC(=O)Nc2ccc(F)cc2)C1C (stereo not given)	2	-2	1	-8	3	-0.2	-49	-4	i	-0.9
COCCOC(=O)C1=C(N)OC2=C(C(=O)CC(C)(C)C2)C1c1cccnc1 (stereo not given)	4	1	3	-7	-1	-1.2	7	3	i	-1.5

Source: PubChem
